Pin1 inhibitor = blocks the human prolyl isomerase Pin1 | Q13526 | Pin1 FP peptide displacement, HiFluor488, 10 min | Potency, µM (top dose mostly 115 µM), for inactives: top-dose activity, negative = inhibition, most hits filed as inhibitors | 0.009% of 390,000 active | AID 504891; active = well fitted inhibition curve with a large enough effect in the polarisation, with a control signal flat, not every such curve was filed as active; inconclusive = small, poorly fitted or top-dose-only effect, or effect the other way, or a change in a side signal; inactive = no such curve, though single readings can be large or run the other way; the % refers to the polarisation; note: % is set by controls: 0 for no effect and ±100 for the full control effect
PGK inhibitor = blocks T. brucei phosphoglycerate kinase. P07378. PGK/GAPDH coupled, Kinase-Glo luminescence, 60 min. Potency, µM (titrated, usually from 57.5 µM), without a hit: at the highest dose activity change, negative = inhibition, actives largely listed as inhibitors. 0.043% of 380,000 active. AID 602233; note: % is set by controls: 0 for no effect and ±100 for the full control effect; nearly all actives have a fitted effect of over 60% in size
Target sequence (P07378 whole entry, looked up): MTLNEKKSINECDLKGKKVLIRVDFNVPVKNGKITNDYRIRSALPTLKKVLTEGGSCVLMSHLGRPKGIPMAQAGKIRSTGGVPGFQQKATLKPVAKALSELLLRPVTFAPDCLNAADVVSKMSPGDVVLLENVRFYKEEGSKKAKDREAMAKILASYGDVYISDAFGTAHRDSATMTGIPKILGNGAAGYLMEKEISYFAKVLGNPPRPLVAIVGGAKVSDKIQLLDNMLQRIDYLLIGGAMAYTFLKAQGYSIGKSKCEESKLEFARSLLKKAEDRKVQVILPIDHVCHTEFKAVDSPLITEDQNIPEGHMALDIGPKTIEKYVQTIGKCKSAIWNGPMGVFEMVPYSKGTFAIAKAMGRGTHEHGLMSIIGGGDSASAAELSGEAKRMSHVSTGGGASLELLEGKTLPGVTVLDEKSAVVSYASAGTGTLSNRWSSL
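Luminescent ATP detection (Kinase-Glo Plus) follows a 60-minute room-temperature incubation, with wells lacking PGK as controls. Buffer: 100 mM TEA (pH 7.6), 5 mM MgCl2, 0.01% Tween-20. Coupling enzyme GAPDH (100 nM final) supplies unstable 1,3-BPG in-well.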
HP1b chromo inh = HP1-beta chromodomain-methylated histone interaction inhibition | P83916 | Potency, µM (top dose mostly 114 µM), for the others: at the highest dose activity change, negative = inhibition, most hits filed as inhibitors | 0.56% of 390,000 active | AlphaScreen HP1-beta / biotin-H3K9me3 peptide binding | AID 540317; note: nearly all actives have a fitted effect of over 70% in size; inactives centre near 23
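AlphaScreen: HP1-beta (50 nM) preformed 30 min with biotin-H3(1-18)K9me3 peptide (50 nM) in PBS pH 7.4, 0.01% Tween-20. Compound added for 30 min at RT, then streptavidin donor/nickel chelate acceptor beads (10 ug/mL) for 30 min.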
JMJD2A Tudor inh = JMJD2A Tudor domain (human) inhibition | O75164 | Potency, µM (highest dose often 114 µM), without a hit: at the highest dose activity change, negative = inhibition, usual class: inhibitors | AID 504339 | 4.4% of 390,000 active | AlphaScreen JMJD2A-Tudor / H3K4me3 peptide binding; note: % is set by controls: 0 for no effect and ±100 for the full control effect; nearly all actives have a fitted effect of over 50% in size
ERG-DNA inh = inhibitors of human ERG Ets domain-DNA interaction. P11308. fluorescence polarization, His-ERG Ets domain / labelled DNA. Potency, µM (doses to about 76.9 µM), without a hit: at the top dose FP activity, negative = inhibition, hits mostly inhibitors. 0.028% of 370,000 active. AID 624246; active = well fitted inhibition curve with a large enough effect in the polarisation, with a control signal flat; inconclusive = small, poorly fitted or top-dose-only effect, or effect the other way, or a change in a side signal; inactive = no such curve, though single readings can be large or run the other way; the % refers to the polarisation;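 note: polarization taken with two DNA probes labelled with fluorescein and Texas red; % of control where 0% means no effect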
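His-tagged ERG Ets domain (1 uM in the protein solution; 300mM KCl, 50mM Tris-HCl, 1mM EDTA, 1mM DTT, pH 7.5) received compound, then a probe mix of 5 nM fluorescein-DNA and 100nM Texas-615-DNA. Fluorescence polarization was read for both dyes.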
GLS inh = blocks human kidney-isoform glutaminase activity. O94925. GLS enzymatic activity, qHTS titration. Potency, µM (doses to about 45.5 µM), without a hit: top-dose activity change, negative = inhibition, hits mostly inhibitors. 0.21% of 410,000 active; note: % is set by controls: 0 for no effect and ±100 for the full control effect
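Read-out is an Amplex red fluorescence increase coupled through glutamate oxidase and HRP, measured before and after 30 min room-temperature incubation. hKGA is in 45 mM KH2PO4 (pH 8.2) with 0.02% Tween-20; glutamine added as 1mM solution.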
12-LOX inh = inhibitors of human 12S-lipoxygenase ALOX12 | purified 12hLO, xylenol orange hydroperoxide absorbance | Potency, µM (highest dose often 108 µM), for inactives: top-dose activity change, negative = inhibition, usual class: inhibitors | 1.1% of 580,000 active | AID 1671190; note: % is set by controls: 0 for no effect and ±100 for the full control effect
Target sequence (P18054 whole entry, looked up): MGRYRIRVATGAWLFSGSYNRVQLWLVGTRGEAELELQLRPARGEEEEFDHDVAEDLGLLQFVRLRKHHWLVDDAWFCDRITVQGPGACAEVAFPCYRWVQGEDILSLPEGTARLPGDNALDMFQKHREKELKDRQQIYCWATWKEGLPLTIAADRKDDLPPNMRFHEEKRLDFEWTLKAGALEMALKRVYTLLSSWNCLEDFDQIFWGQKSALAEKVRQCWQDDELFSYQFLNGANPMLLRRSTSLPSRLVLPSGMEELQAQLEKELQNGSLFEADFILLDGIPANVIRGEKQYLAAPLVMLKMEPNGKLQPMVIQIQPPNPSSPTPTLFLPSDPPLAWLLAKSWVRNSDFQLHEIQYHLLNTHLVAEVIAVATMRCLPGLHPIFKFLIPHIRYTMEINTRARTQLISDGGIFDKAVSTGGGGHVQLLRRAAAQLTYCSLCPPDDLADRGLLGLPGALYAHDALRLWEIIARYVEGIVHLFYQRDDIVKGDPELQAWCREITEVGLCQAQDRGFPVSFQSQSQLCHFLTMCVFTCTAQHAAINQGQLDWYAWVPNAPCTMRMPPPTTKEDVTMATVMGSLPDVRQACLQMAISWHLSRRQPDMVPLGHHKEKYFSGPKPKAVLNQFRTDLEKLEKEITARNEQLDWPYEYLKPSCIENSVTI
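Hydroperoxide product was detected by ferrous iron/xylenol orange as the 573 to 405 nm absorbance ratio. Arachidonic acid at 40 uM (final) was turned over for 30 min at room temperature by 150 nM human 12hLO, pH 7.0 Hepes buffer, after 15 min compound preincubation.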
rTrxR1 inhibitor = blocks rat thioredoxin reductase 1; O89049; recombinant rTrxR1, NADPH fluorescence consumption, selenite substrate; Potency, µM (titrated, usually from 114 µM), for the others: at the top dose activity change, negative = inhibition, hits mostly inhibitors; 1% of 390,000 active; AID 588453; note: % is set by controls: 0 for no effect and ±100 for the full control effect; nearly all actives have a fitted effect of over 65% in size
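Rat TrxR1 (90 nM in the dispensed reagent) was pre-reduced with 400 uM NADPH for 5 min at room temperature, then incubated with compound for 15 min. After 400 uM selenite was added, NADPH fluorescence (Ex 340/Em 450 nm) was followed for 8 min.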
RGS4 inhibitor = inhibitors of human regulator of G protein signaling 4 | Transcreener GDP fluorescence polarization, RGS4-accelerated GTP hydrolysis | Potency, µM (top dose mostly 114 µM), without a hit: at the top dose activity change, negative = inhibition, actives largely listed as inhibitors | 0.039% of 390,000 active; note: % is set by controls: 0 for no effect and ±100 for the full control effect; nearly all actives have a fitted effect of over 75% in size; some results filed as inactive show a strong effect at the top dose
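MLSMR compounds (23 nl, pin-transferred) preincubated 10 min at room temperature with a 500nM (2x) first reagent, then RGS4 at 900nM (2x) plus Transcreener GDP mix added; fluorescence polarization (620/688 nm) read before and after 90 min at 30 °C.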
Starred values were filed as active, the others as inactive; i = inactive; ? = inconclusive; / = no result given; & = joins results of further samples; [ ] = another dose, or the depositor's remark. Unless noted, calls come from the whole dose curve; as a rule, active = well fitted curve in the direction sought with a large enough effect; inconclusive = small, poorly fitted or top-dose-only effect, or another doubt; inactive = no such curve, though single readings can be large; an effect the other way counts as inactive or inconclusive. Potency is the fitted concentration of half-maximal effect. The list is partial, so the mix of outcomes need not match the whole.

(1) CN1CCN(C(=S)SCC(=O)Nc2ccc(Cl)cc2C(=O)c2ccccc2)CC1
(2) C[C@@H]1CC[C@H]2[C@@H](C)C(=O)O[C@@H]3O[C@@]4(C)CC[C@@H]1[C@]32OO4
(3) Cc1nn(Cc2ccccc2)c(Cl)c1C(=O)OCC(=O)Nc1cccc2ccccc12
(4) O=C(Cn1ncc2c3ccccc3n(Cc3ccccc3F)c2c1=O)N1CCC2(CC1)OCCO2
(5) COC(=O)CN1C(=O)C2(C(C(=O)OC)=C(N)Oc3ccccc32)C2=C1CC(C)(C)CC2=O (stereo not given)
(6) CCN(CC)C(=O)Oc1cc2c(-c3cc4cccc(OC)c4o3)cc(=O)oc2cc1C
(7) CN1CCCC1c1ccc(=O)[nH]c1 (stereo not given)
(8) Cc1ccc(C(=O)Oc2cc(N)n(S(=O)(=O)c3ccc(F)cc3)n2)cc1
(9) CCC1([N+](=O)[O-])COP(N)(=O)OC1 (stereo not given)
(10) COc1ccccc1Cn1c(SCC#N)nc2cc(C(=O)N3CCC4(CC3)OCCO4)ccc2c1=O
Assay by compound	1	2	3	4	5	6	7	8	9	10
Pin1 inhibitor	-1%	0%	4%	11%	-5%	-8%	-3%	6%	-12%	6%
PGK inhibitor	-1%	i	-3%	-9%	-2%	-5%	5%	-3%	-5%	3%
HP1b chromo inh	?	42%[activator]	20%	8%	25%	55%[activator]	17%	51%[activator]	12%	36%
JMJD2A Tudor inh	45µM*	3%	-9%	-30%	-16%	0%	-15%	11%	-8%	-31%
ERG-DNA inh	5%	4%	/	-5%	-5%	5%	2%	4%	/	-3%
GLS inh	7%	-1%	2%	7%	-12%	0%	3%	-16%	4%	-8%
12-LOX inh	-4%	17%	6%	16%	-2%	-7%	-22%	-25%	-12%	26%
rTrxR1 inhibitor	13%	5%	-6%	-3%	8%	6%	7%[11.4 µM]	-12%	-13%	8%
RGS4 inhibitor	-9%	-11%	-21%	-13%	-1%	-27%	14%	-8%	7%	-7%

(11) Cc1ccc(C2N(c3cc(C)on3)C(=O)C3CCCN32)cc1 (stereo not given)
(12) CC(=NCCN1CCOCC1)c1c(O)n(C2CCCCC2)c(=O)[nH]c1=O
(13) O=C(NC(Cc1ccccc1)C(=O)N1CCC2(CC1)OCCO2)C1CCCCC1 (stereo not given)
(14) O=C(N/N=C/c1c(O)n(-c2ccccc2)c(=S)[nH]c1=O)c1ccccc1
(15) Cc1ccc(Cl)c2sc(NC(=O)c3ccc(S(=O)(=O)N4CCCC4)cc3)nc12
(16) CCN(CC)C(=S)NCCc1ccccc1
(17) OC(Cn1cncn1)(Cn1cncn1)c1ccc(F)cc1F
(18) CC(=NCC1CCCO1)c1c(O)n(-c2ccc(Cl)cc2)c(=O)[nH]c1=O (stereo not given)
(19) Cc1ccc(-c2nc(N3CCOCC3)s[n+]2-c2ccccc2)cc1
(20) CCN1C[C@]2(COC)CC[C@H](O)[C@@]34C5C[C@@H]6[C@@H](OC)C[C@@](O)(C5[C@H]6O)[C@](O)([C@@H](OC)C23)[C@@H]14 (stereo not given in full)
Assay by compound	11	12	13	14	15	16	17	18	19	20
Pin1 inhibitor	4%	8%	-12%	5%	?	-2%	-2%	1%	0%	-12%
PGK inhibitor	-5%	-1%	-4%	5%	6%	-2%	-4%	0%	-12%	2%
HP1b chromo inh	25%	39%	10%	32%	12%[57 µM]	43%[activator]	68%[activator]	37%	?	29%
JMJD2A Tudor inh	-31%[57.1 µM]	-7%	-5%	45µM*	-13%	-9%	1%	-13%	8.9µM*	-2%
ERG-DNA inh	-6%	-1%	-10%	9%	8%	-22%	?	10%	2%	0%
GLS inh	0%	-5%	-2%	9%	-8%	8%	1%&-11%	-1%	?	18%
12-LOX inh	?	-7%	-2%	26%	?	-10%	-16%	-20%	20µM*	2%
rTrxR1 inhibitor	2%	-33%	1%	3%[57.1 µM]	17%[57.1 µM]	12%	6%	2%	4%	11%
RGS4 inhibitor	0%[56.9 µM]	-33%	-3%	-11%	24%	9%	-14%	-6%	?	3%

(21) Cc1cccc(NP(=O)(Oc2ccccc2)Oc2ccccc2)c1C
(22) C=CC[C@@H](CC(=O)N(CCO)Cc1ccccc1)C(=O)NC[C@H](OC(=O)[C@@H](CC=C)CC(=O)OC(C)(C)C)c1ccccc1
(23) c1ccc(C(c2ccccc2)c2cccnc2)cc1
(24) COc1ccc(C(=O)C2CCCN(Cc3ccc(C)s3)C2)c(OC)c1 (stereo not given)
(25) c1ccc2nc(N3CCNCC3)ccc2c1
(26) COc1ccc(OC)c(NC2=NCCS2)c1
(27) Cn1c[n+](C)cc1C(O)c1ccccc1 (stereo not given)
(28) CC[n+]1c(-c2ccccc2)c2cc(N)ccc2c2ccc(N)cc21
(29) C[C@H](NC(=O)N1C[C@H]2C[C@@H](C1)c1cccc(=O)n1C2)C(=O)Nc1ccc(F)c(F)c1
(30) CC(C(=O)O)c1ccc(-c2ccccc2)c(F)c1 (stereo not given)
Assay by compound	21	22	23	24	25	26	27	28	29	30
Pin1 inhibitor	0%	3%	-2%	-1%	0%&-3%	-3%	-8%&-3%	?	-1%	-5%&-2%
PGK inhibitor	i	9%	2%	i	-9%&-9%	-10%	-2%	-8%	-10%	-10%&-2%
HP1b chromo inh	60%[activator]	21%	13%[57 µM]	21%	26%&28%	21%	12%&12%	?	61%[activator]	42%&16%[activator]
JMJD2A Tudor inh	-7%	-26%	7%	-9%	-12%&-14%	-21%	-24%&-10%	?	-16%	-9%&-22%
ERG-DNA inh	2%	-3%	-3%	-4%	-14%&-1%	-7%	-14%&2%	16µM*	16%	-12%&-3%
GLS inh	-8%	0%	6%	-19%	3%&0%&31%	17%	1%&3%	-2%&15%&9%	-1%	0%&7%
12-LOX inh	-18%	-16%	13%	-20%	?	7%	?	?	-1%	-7%&22%
rTrxR1 inhibitor	15%[57.1 µM]	-9%[57.1 µM]	-9%[57.1 µM]	22%[57.1 µM]	?	13%	13%[57.1 µM]	0%[11.4 µM]	1%	18%&36%
RGS4 inhibitor	-34%	26%	6%	?	-3%	-38%	?	-7%	-1%	-15%&5%

An excerpt of these results, with two lines to a compound.
The line under a structure holds: Pin1 inhibitor, PGK inhibitor, HP1b chromo inh, JMJD2A Tudor inh, ERG-DNA inh, GLS inh, 12-LOX inh, rTrxR1 inhibitor, RGS4 inhibitor
24	COc1ccc(C(=O)C2CCCN(Cc3ccc(C)s3)C2)c(OC)c1 (stereo not given)
→ -1%, i, 21%, -9%, -4%, -19%, -20%, 22%[57.1 µM], ?
25	c1ccc2nc(N3CCNCC3)ccc2c1
→ 0%&-3%, -9%&-9%, 26%&28%, -12%&-14%, -14%&-1%, 3%&0%&31%, ?, ?, -3%

New compounds follow:
(31) CCN(CC)C(=O)c1ccc(NC(=O)COc2ccccc2F)cc1
(32) C=CCn1c(O)c(C(C)=NCCC(c2ccccc2)c2ccccc2)c(=O)[nH]c1=O
(33) C=CCn1c(O)c(C=NCCCn2ccnc2)c(=O)[nH]c1=O
(34) Cc1ccccc1-n1c(O)c(/C=N/c2nccs2)c(=O)[nH]c1=O
(35) O=P(Oc1ccc(Cl)cc1)(N1CC1)N1CC1
(36) CCOc1cc(N2CCOCC2)c(OCC)cc1NC(=O)C1=NN(c2cccc(C)c2)C(=O)CC1
(37) CC1CCCC(NC(=O)COC(=O)c2cn(C)c3ccccc23)C1C (stereo not given)
(38) COc1cccc(Oc2coc3cc(OC(=O)N(C)C)ccc3c2=O)c1
(39) COc1ccc(-c2nn(CCC#N)cc2C(=O)NCc2ccccc2)cc1OC
(40) CN(C)CC#CCC(O)(c1ccccc1)C1CCCC1 (stereo not given)
(41) O=C(COC(=O)Cc1ccccc1)NCCNC(=O)COC(=O)Cc1ccccc1
(42) COc1cc(C(=O)N/N=C/C23CC[C@@H](O)CC2(O)CC[C@@H]2[C@@H]3CCC3(C)C(C4=CC(=O)OC4)CCC23O)ccc1O (stereo not given in full)
(43) COc1ccc(-n2c(O)c(C(C)=NCCCn3ccnc3)c(=O)[nH]c2=O)cc1
Assay by compound	31	32	33	34	35	36	37	38	39	40	41	42	43
Pin1 inhibitor	4%	5%	2%	2%&21%	-11%	?	-9%	-5%	-4%	-4%	1%	3%	-5%
PGK inhibitor	7%	3%	-9%	-3%&-6%	5%	-2%	-5%	1%	-9%	i	i	-4%	0%
HP1b chromo inh	12%	16%	12%	30%&15%	13%[57 µM]	?	50%[activator]	24%	24%	21%	0%	39%	5%
JMJD2A Tudor inh	-15%	1%	-5%	-4%&-2%	-8%	50µM*	-6%	-5%	3%	26%	-14%	?	-32%
ERG-DNA inh	5%	-2%	-1%	4%&24%	-6%	17%	-9%	-12%	6%	9%	-3%	-10%	0%
GLS inh	2%	0%	0%	15%&30%	4%	9%	-10%	1%	-2%	4%	-3%	12%	1%
12-LOX inh	1%	-14%	25%	?	-2%	-24%	-16%	17%	9%	?	-5%	-4%	0%
rTrxR1 inhibitor	-6%[57.1 µM]	9%	15%	14%&47%	5%[2.29 µM]	22%	14%	8%	13%	-3%	-6%[57.1 µM]	6%	29%
RGS4 inhibitor	10%	31%	2%	-16%&-4%	20%	0%	1%	4%	-25%	-16%	6%	-8%	13%
